MgcRacGAP inhibition: MgcRacGAP GTPase-activating activity inhibitors, confirmation, biochemical, ADP Hunter fluorescence; MgcRacGAP-stimulated Rac1 GTP hydrolysis, ADP Hunter fluorescence; higher % means a stronger effect; GST-tagged Rac1 F28L mutant substrate; inhibition, % at 30 µM; hits with a dose series show IC50 in µM; AID 624330; actives 0.6% (n = 340,000);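 active means first-screen hits whose inhibition reached a set limit at any dose in the follow-up dose series; inconclusive means inhibition above the set first-screen limit but never retested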;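 further: fluorescence reports GDP produced by GAP-driven GTP hydrolysis; strong numbers were not always called active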
Large T inhibition: SV40 large T antigen inhibitors, biochemical (AID 1903). one-dose inhibition, % at 20 µM; IC50 in µM for titrated hits. actives 0.39% (n = 310,000). SV40 large T antigen ATPase/helicase inhibition assay; higher % means a stronger effect; in the data active means a potency from the dose series; inconclusive means inhibition mostly from about 32% at the one dose, without a potency; inactive means the rest, 99 in 100 with inhibition below about 32%; further: strong numbers were not always called active
West Nile virus CPE: inhibition of WNV-induced cytopathic effect – cell-based, CPE readout (AID 1621); West Nile virus-infected cells, CPE inhibition; higher % means a stronger effect; actives 0.02% (n = 290,000); CPE inhibition, % at 10 µM; hits with a dose series show IC50 in µM; in the data active means a potency from the dose series; inconclusive means CPE inhibition mostly from about 3.7% at the one dose, without a potency; inactive means the rest, 99 in 100 with CPE inhibition below about 2.2%; further: strong numbers were not always called active
GPR35 antagonists: inhibition of zaprinast-stimulated GPR35 beta-arrestin translocation – imaging, U2OS, beta-arrestin-GFP, zaprinast agonist, primary screen (AID 2058) | U2OS GPR35 beta-arrestin-GFP translocation imaging, zaprinast antagonism; higher % means a stronger effect | one-dose inhibition, % at 10 µM; IC50 in µM for titrated hits | actives 0.052% (n = 290,000);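 active means inhibition of at least 50% with at least 30 cells and total cytoplasm GFP at most 10,000,000; inconclusive means under 30 cells or total GFP of 10,000,000 plus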
ER stress rescue: protection against thapsigargin-triggered cell killing – 384-well, CSM14.1, ATP luminescence, primary screen (AID 1222); CSM14.1 thapsigargin-induced death rescue, ATP luminescence; higher % means a stronger effect; one-dose cellular ATP content (survival), % at 20 µM; EC50 in µM for titrated hits; 190,000 tested, under 10 active;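 active means EC50 below 50 µM in the dose-response confirmation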;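 further: death triggered by thapsigargin at about 15 µM added after 2 h compound pretreatment; cell ATP read after overnight thapsigargin exposure of roughly 18 to 22 hours; normalized against plate controls of thapsigargin alone and 5% DMSO vehicle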
RSV CPE inhibition: inhibition of RSV-induced cytopathic effect – HEp-2 cells, primary 10 µM value included (AID 2391); CPE inhibition, % at 10 µM, or IC50 in µM where a hit was titrated; actives 0.13% (n = 310,000); HEp-2 cells, RSV-induced CPE inhibition; higher % means a stronger effect; in the data active means a potency from the dose series; inconclusive means CPE inhibition mostly from about 23% at the one dose, without a potency; inactive means the rest, 99 in 100 with CPE inhibition below about 21%; further: strong numbers were not always called active
LYP inhibition: PTPN22 lymphoid phosphatase activity blockers – biochemical, fluorescence intensity, uHTS (AID 1779); recombinant LYP phosphatase, fluorescence intensity; higher % means a stronger effect; one-dose inhibition, % at 11.5 µM; IC50 in µM for titrated hits; actives 0.054% (n = 290,000); in the data active means inhibition above about 50%;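 further: plate controls were vehicle with enzyme for no effect and no enzyme for full effect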
NS5 inhibitors: Dengue-2 NS5 methyltransferase inhibitors, primary screen, biochemical, confirmation dose response (AID 588689); Dengue-2 NS5 methyltransferase capping enzyme assay, biochemical; higher % means a stronger effect; inhibition, % at 25 µM; hits with a dose series show IC50 in µM; actives 0.3% (n = 340,000); in the data active means a potency from the dose series; inconclusive means inhibition above about 29% without an active follow-up result
Salmonella PhoP GFP: inhibitors of PhoP regulon expression, primary screen, Salmonella Typhimurium, GFP reporter (AID 1863); S. Typhimurium PhoP-regulated promoter GFP reporter, 4 h; higher % means a stronger effect; one-dose inhibition, % at 50 µM; IC50 in µM for titrated hits; actives 0.16% (n = 300,000);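 active means inhibition over 29.93%, a cutoff 3 SD above the screen mean, later confirmed by dose response; inconclusive means inhibition over 29.93% but no dose response follow-up; inactive means inhibition at most 29.93% or unconfirmed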;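 further: 0% = low Mg2+ inducing control and 100% = high Mg2+ repressing control; strong numbers were not always called active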
* marks the source's active call; other numbers are inactive results.

`Cc1cc(C)nc(N2CCCC(C(=O)NNC(=O)c3ccncc3)C2)n1` (stereo not drawn) gave MgcRacGAP inhibition 11%, Large T inhibition 11%, West Nile virus CPE 0.1%, GPR35 antagonists -4%, RSV CPE inhibition -0.5%, LYP inhibition -1%, NS5 inhibitors -12% and Salmonella PhoP GFP -7%.
Screening Cc1ccc(N(C(=O)CNC(=O)c2ccco2)C(C(=O)NC2CCCC2)c2ccncc2)cc1F (stereo not drawn) returned MgcRacGAP inhibition 4%, Large T inhibition 4%, West Nile virus CPE 0.6%, GPR35 antagonists 1%, RSV CPE inhibition 0.4%, LYP inhibition -5%, NS5 inhibitors 1% and Salmonella PhoP GFP 3%.
Screening CCOC(=O)C1CCCCN1Cc1ccc(C(F)(F)F)cc1 (stereo not drawn) returned MgcRacGAP inhibition inconclusive, Large T inhibition 19%, West Nile virus CPE 1.6%, GPR35 antagonists -6%, ER stress rescue -1.6%, RSV CPE inhibition 0.5%, LYP inhibition -4%, NS5 inhibitors 1% and Salmonella PhoP GFP -8%.
Screening CCOc1ccc2c(c1)C(c1ccc(C)cc1)=NNC(c1ccc(OC)cc1)=N2 returned MgcRacGAP inhibition 0%, Large T inhibition 15%, West Nile virus CPE 0.6%, GPR35 antagonists 2%, ER stress rescue 4.4%, RSV CPE inhibition 0.6%, LYP inhibition -6%, NS5 inhibitors 1% and Salmonella PhoP GFP -10%.
For Cc1ccc(S(=O)(=O)N(C)CCCC(=O)N2CCOCC2)cc1 the results were MgcRacGAP inhibition 10%, Large T inhibition 3%, West Nile virus CPE 0.1%, GPR35 antagonists 1%, ER stress rescue 0.2%, RSV CPE inhibition 1.3%, LYP inhibition -11%, NS5 inhibitors -2% and Salmonella PhoP GFP -6%.
COCCCNC(=S)NC1CC2CCCC(C1)N2Cc1ccco1 (stereo not drawn) was read as MgcRacGAP inhibition 13%, Large T inhibition -1%, West Nile virus CPE -0.1%, GPR35 antagonists 6%, ER stress rescue -2.6%, RSV CPE inhibition -0.1%, LYP inhibition -4%, NS5 inhibitors 1% and Salmonella PhoP GFP 4%.
Screening CCOc1ccc(/C=C(/NC(=O)c2ccccc2Cl)C(=O)O)cc1 returned MgcRacGAP inhibition 0%, Large T inhibition 7%, West Nile virus CPE -0.8%, GPR35 antagonists 0%, ER stress rescue 0.1%, RSV CPE inhibition 0.8%, LYP inhibition -4%, NS5 inhibitors -6% and Salmonella PhoP GFP 6%.
Screening CCOc1cc(C(=O)OCC(=O)c2c(C)[nH]c3ccccc23)ccc1OCC(=O)N1CCOCC1 returned MgcRacGAP inhibition 6%, Large T inhibition -4%, West Nile virus CPE 1.0%, GPR35 antagonists -4%, ER stress rescue -1.3%, RSV CPE inhibition 1.8%, LYP inhibition -7%, NS5 inhibitors -5% and Salmonella PhoP GFP 4%.
For COc1ccc2c(c1)C(=O)C(=O)N2 the results were MgcRacGAP inhibition 8%, Large T inhibition 22%, West Nile virus CPE -0.3%, GPR35 antagonists -6%, ER stress rescue -4.0%, RSV CPE inhibition 1.5%, LYP inhibition -7%, NS5 inhibitors -1% and Salmonella PhoP GFP -1%.
`O=C(CCNS(=O)(=O)c1ccc(Br)cc1)NCc1ccc(Cl)cc1` gave MgcRacGAP inhibition 9%, Large T inhibition 14%, West Nile virus CPE -0.5%, GPR35 antagonists -1%, RSV CPE inhibition 4.2%, LYP inhibition -12%, NS5 inhibitors -6% and Salmonella PhoP GFP 5%.
For COCC(C)n1c(C)cc(C(=O)COc2ccc(S(=O)(=O)N3CCOCC3)cc2Cl)c1C (stereo not drawn) the results were MgcRacGAP inhibition 6%, Large T inhibition 9%, West Nile virus CPE 0.3%, GPR35 antagonists -3%, ER stress rescue -2.6%, RSV CPE inhibition 5.6%, LYP inhibition 4%, NS5 inhibitors -6% and Salmonella PhoP GFP -6%.
COc1ccc(C2NCCc3c2[nH]c2ccccc32)cc1CSc1nc2ccccc2s1 (stereo not drawn) was read as MgcRacGAP inhibition 9%, Large T inhibition 9%, West Nile virus CPE inconclusive, GPR35 antagonists 9%, ER stress rescue -2.4%, RSV CPE inhibition -1.6%, LYP inhibition 0%, NS5 inhibitors -4% and Salmonella PhoP GFP -17%.
COc1ccc(CNCc2cccc3ccccc23)cc1 was read as MgcRacGAP inhibition 31%, Large T inhibition 9%, West Nile virus CPE 0.0%, GPR35 antagonists 11%, RSV CPE inhibition 0.5%, LYP inhibition -4%, NS5 inhibitors 0% and Salmonella PhoP GFP 2%.
`O=C(NCC(c1cccnc1)N1CCOCC1)Nc1ccccc1` (stereo not drawn) gave MgcRacGAP inhibition 1%, Large T inhibition 6%, West Nile virus CPE 0.4%, GPR35 antagonists -6%, ER stress rescue -4.3%, RSV CPE inhibition 1.3%, LYP inhibition -3%, NS5 inhibitors -3% and Salmonella PhoP GFP 3%.
`COc1ccc(-n2c(=S)[nH]c3cc(C(=O)NCc4ccccc4OC)ccc3c2=O)c(OC)c1` gave MgcRacGAP inhibition 7%, Large T inhibition -1%, West Nile virus CPE -0.3%, GPR35 antagonists -6%, RSV CPE inhibition inconclusive, LYP inhibition -4%, NS5 inhibitors -7% and Salmonella PhoP GFP 0%.
`Cc1ccc(C)c(-n2c(SCC(=O)Nc3nonc3C)nnc2-c2ccoc2C)c1` gave MgcRacGAP inhibition 2%, Large T inhibition 0%, West Nile virus CPE -0.2%, GPR35 antagonists -5%, ER stress rescue -1.1%, RSV CPE inhibition 0.7%, LYP inhibition -8%, NS5 inhibitors -4% and Salmonella PhoP GFP -1%.
For C=CCNC(=O)CSc1nnc(-c2cccs2)o1 the results were MgcRacGAP inhibition 4%, Large T inhibition 0%, West Nile virus CPE 0.0%, GPR35 antagonists 0%, ER stress rescue 3.0%, RSV CPE inhibition 1.4%, LYP inhibition -9%, NS5 inhibitors 0% and Salmonella PhoP GFP 6%.
COc1cccc(CN2C(=O)CCC2(C)C(=O)NC2CCCCCC2)c1 (stereo not drawn) was read as MgcRacGAP inhibition 0%, Large T inhibition 10%, West Nile virus CPE -0.3%, GPR35 antagonists 11%, ER stress rescue -0.1%, RSV CPE inhibition 1.0%, LYP inhibition 6%, NS5 inhibitors -6% and Salmonella PhoP GFP -10%.
Screening COc1cccc(C(=O)Nc2ccc(C(F)(F)F)n(C)c2=O)c1 returned MgcRacGAP inhibition -7%, Large T inhibition -5%, West Nile virus CPE -1.1%, GPR35 antagonists -1%, ER stress rescue -4.3%, RSV CPE inhibition -0.8%, LYP inhibition 1%, NS5 inhibitors 8% and Salmonella PhoP GFP 3%.
For COc1ccc2c(c1OC)C(=O)OC2Nc1nc(-c2cc3cc(Br)ccc3oc2=O)cs1 (stereo not drawn) the results were MgcRacGAP inhibition 5%, Large T inhibition 22%, West Nile virus CPE 0.0%, GPR35 antagonists 2%, RSV CPE inhibition 44%, LYP inhibition 2%, NS5 inhibitors -11% and Salmonella PhoP GFP -5%.
Cn1c(=O)[nH]c(=O)c2cc(C(=O)c3cc(F)ccc3O)cnc21 was read as MgcRacGAP inhibition 13%, Large T inhibition -2%, West Nile virus CPE 0.5%, GPR35 antagonists -2%, ER stress rescue 0.0%, RSV CPE inhibition 4.7%, LYP inhibition -3%, NS5 inhibitors 3% and Salmonella PhoP GFP 4%.
For CC1CC(C)CN(C(=O)CN(C)S(=O)(=O)c2ccc3c(c2)c(=O)n(C)c(=O)n3C)C1 (stereo not drawn) the results were MgcRacGAP inhibition 3%, Large T inhibition -5%, West Nile virus CPE 0.0%, GPR35 antagonists 33%, RSV CPE inhibition 0.7%, LYP inhibition -10%, NS5 inhibitors -12% and Salmonella PhoP GFP 7%.
`COC(=O)c1ccc(C(C2C(=O)CC(C)(C)CC2=O)C2C(=O)CC(C)(C)CC2=O)cc1` gave MgcRacGAP inhibition -6%, Large T inhibition 11%, West Nile virus CPE -0.3%, GPR35 antagonists 22%, RSV CPE inhibition 2.4%, LYP inhibition -10%, NS5 inhibitors -4% and Salmonella PhoP GFP -8%.
Screening CCSc1ccccc1C(=O)Nc1ccc2c(c1)OCO2 returned MgcRacGAP inhibition -2%, Large T inhibition 2%, West Nile virus CPE -0.7%, GPR35 antagonists 4%, ER stress rescue 3.4%, RSV CPE inhibition 0.6%, LYP inhibition -5%, NS5 inhibitors 16% and Salmonella PhoP GFP 1%.
For COc1cc2c(cc1OC)/C(=C/C(=O)c1ccc(C)cc1)NCC2 the results were MgcRacGAP inhibition 10%, Large T inhibition 10%, West Nile virus CPE -0.4%, GPR35 antagonists -8%, RSV CPE inhibition 4.3%, LYP inhibition -9%, NS5 inhibitors -11% and Salmonella PhoP GFP 13%.
`CN(Cc1ccccc1)CC(O)COc1ccc(CNCc2cccnc2)cc1` (stereo not drawn) gave MgcRacGAP inhibition 12%, Large T inhibition 8%, West Nile virus CPE -0.1%, GPR35 antagonists 2%, ER stress rescue -2.5%, RSV CPE inhibition -2.3%, LYP inhibition -12%, NS5 inhibitors -9% and Salmonella PhoP GFP 3%.
Screening COc1ccc(-n2ncc(S(=O)(=O)c3ccccc3)c2-c2ccc(Cl)cc2)cc1 returned MgcRacGAP inhibition 10%, Large T inhibition 15%, West Nile virus CPE 1.1%, GPR35 antagonists 8%, ER stress rescue 0.3%, RSV CPE inhibition 7.1%, LYP inhibition 9%, NS5 inhibitors -4% and Salmonella PhoP GFP 34%.
Screening COc1cc(NC(=O)COC(=O)/C=C/c2ccc(O)c(OC)c2)cc(OC)c1 returned MgcRacGAP inhibition 52µM*, Large T inhibition 32%, West Nile virus CPE -0.1%, GPR35 antagonists -7%, ER stress rescue 0.7%, RSV CPE inhibition -1.6%, LYP inhibition -26%, NS5 inhibitors -2% and Salmonella PhoP GFP 3%.
For O=C1/C(=C/c2cccs2)SC(=S)N1CCCC(=O)N(CCO)c1ccccc1 the results were MgcRacGAP inhibition 2%, Large T inhibition 3%, West Nile virus CPE 1.6%, GPR35 antagonists 3%, RSV CPE inhibition -1.3%, LYP inhibition -2%, NS5 inhibitors -3% and Salmonella PhoP GFP 1%.

Bioassay records as filed in PubChem BioAssay.
